Screening results (PubChem BioAssay)
E-selectin induc – E-selectin induction on HUVECs. HUVEC E-selectin immunofluorescence imaging; normalized: neutral wells 0, TNF-alpha wells 100. activation, % at 7.58 µM. 260,000 tested, 0.37% active. AID 686992;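 active means mean E-selectin-positive cell signal at least 10% of the positive control, reached in at least 60% of replicates, without over 20% cell loss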;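 further: in these data hits start at about 27%; measured in HUVEC primary endothelial cells; signal is the percent of cells scored E-selectin positive by PE staining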
Target sequence (P16581 whole entry, looked up): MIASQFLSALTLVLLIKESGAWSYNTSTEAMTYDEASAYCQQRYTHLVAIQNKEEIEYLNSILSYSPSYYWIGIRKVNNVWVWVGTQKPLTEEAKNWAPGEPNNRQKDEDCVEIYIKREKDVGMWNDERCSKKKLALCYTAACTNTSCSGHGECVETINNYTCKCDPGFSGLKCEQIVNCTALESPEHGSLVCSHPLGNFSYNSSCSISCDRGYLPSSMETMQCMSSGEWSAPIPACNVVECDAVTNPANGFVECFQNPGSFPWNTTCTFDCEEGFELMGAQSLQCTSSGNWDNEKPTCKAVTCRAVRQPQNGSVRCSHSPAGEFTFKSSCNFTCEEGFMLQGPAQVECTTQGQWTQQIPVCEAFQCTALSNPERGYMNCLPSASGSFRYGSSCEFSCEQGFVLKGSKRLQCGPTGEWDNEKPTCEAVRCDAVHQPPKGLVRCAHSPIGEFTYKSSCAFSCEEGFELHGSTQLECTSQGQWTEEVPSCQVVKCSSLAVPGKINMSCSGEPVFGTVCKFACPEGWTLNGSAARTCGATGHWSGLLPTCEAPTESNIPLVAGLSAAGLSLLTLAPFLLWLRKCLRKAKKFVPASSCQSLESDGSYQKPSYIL
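assay system = HUVEC, human umbilical vein endothelial cells | input = 3,000 HUVEC seeded per well | medium = EGM-2 growth medium on 0.1% gelatin-coated wells | dosing = one compound dose added by pin transfer | signal = immunofluorescence imaging | read-out basis = % PE-positive cells | control set = TNF-alpha, DMSO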
PglD inh – PglD (C. jejuni) enzyme inhibition | purified PglD enzyme, DTNB colorimetric CoA detection | inhibition, % at 12.5 µM | 360,000 tested, 0.098% active | AID 602405; in the data active means inhibition above about 16%, passing the limit was not always enough; further: strong numbers were not always called active
Cneo AK release – Cryptococcus neoformans lysis via adenylate kinase release; C. neoformans lysis, adenylate kinase release luminescence, 4 h; normalised: neutral wells 0, clomiphene wells 100; lysis activity, % at 15 µM; 360,000 tested, 0.2% active;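 active means mean lysis activity across replicates of at least 80%, whatever share of replicates individually reach that level; inactive means mean lysis activity below 80%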
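Material: C. neoformans cells; Schedule: 4 h static compound exposure, 37 °C, read 1 h post-reagent; Measured by: adenylate kinase release luminescence; Read-out: signal increase indicating cell lysis; Controls: Clomiphene as positive lysis control.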
ERAP1 HTS inh – blocks human ERAP1 aminopeptidase activity. Q9NZ08. recombinant ERAP1, Leu-AMC fluorescence, 60 min. inhibition, % at 10.7 µM. 340,000 tested, 0.15% active;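 active means mean replicate inhibition of at least 30%, or all replicates individually reaching that 30% level; inactive means mean below 30% and not every replicate reaching it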;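 further: 0% = neutral control wells and 100% = L-leucinethiol positive control wells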
RAD52 inh – inhibitors of human RAD52 DNA annealing; P43351; 360,000 tested, 0.46% active; inhibition, % at 18.7 µM; recombinant RAD52 DNA annealing, FRET fluorescence;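 active means every replicate showing at least 50% inhibition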
Target sequence (P43351 whole entry, looked up): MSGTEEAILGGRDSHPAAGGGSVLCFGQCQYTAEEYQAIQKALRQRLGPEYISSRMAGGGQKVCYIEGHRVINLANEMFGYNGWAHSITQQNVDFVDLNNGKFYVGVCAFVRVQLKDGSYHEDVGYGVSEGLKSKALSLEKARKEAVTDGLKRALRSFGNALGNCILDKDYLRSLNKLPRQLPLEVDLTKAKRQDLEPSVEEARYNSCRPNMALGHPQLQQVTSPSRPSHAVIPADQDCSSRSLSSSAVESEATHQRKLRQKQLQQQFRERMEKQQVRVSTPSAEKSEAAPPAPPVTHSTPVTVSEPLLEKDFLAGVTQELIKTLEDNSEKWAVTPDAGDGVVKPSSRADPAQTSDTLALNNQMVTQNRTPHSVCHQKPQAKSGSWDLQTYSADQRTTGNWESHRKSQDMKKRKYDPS
PGC1a acetyl inh – lowers PGC1a acetylation signal in U2OS cells; AlphaScreen anti-acetyl-lysine; with virally co-expressed GCN5 acetyltransferase; inhibition, % at 15.6 µM; 350,000 tested, 0.17% active; AID 651687;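 active means every replicate shows inhibition of at least 40%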;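 further: 0% = neutral control wells and 100% = positive control wells; some results beyond the cut were filed as inactive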
RAD54 inh – blocks human RAD54 Holliday junction branch migration. Q92698. inhibition, % at 10.4 µM. AID 602329. FAM/BHQ fluorescence. 360,000 tested, 0.14% active;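 active means mean normalized replicate activity at least 40 and at least half of replicates scoring 40 or more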;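 further: 0% = median of neutral control wells and 100% = median of positive control wells; inhibitors cause a drop in the FAM fluorescence signal; in these data hits start at about 50%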
miR-122 sensor – blocks miR-122 activity in Huh7 sensor cells; Huh7 miR-122 Renilla luciferase sensor, 48 h; neutral wells = 0, positive control = 100; activation (reporter increase), % at 12.5 µM; 340,000 tested, 0.3% active;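 active means mean replicate activation score at least 90 and every replicate individually at or above 90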;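 further: higher luciferase means less miR-122 activity so hits act as miR-122 inhibitors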
* marks the source's active call; other numbers are inactive results; . = no result given; [ ] = another dose, or the depositor's remark. Compounds as they come; 1.4% or so of the library scored in one or more.

SMILES	RAD54 inh	Cneo AK release	PglD inh	PGC1a acetyl inh	RAD52 inh	miR-122 sensor	ERAP1 HTS inh	E-selectin induc
CN(C)CC#Cc1ccc([C@H]2[C@@H](CO)N(C(=O)C3CCC3)[C@H]2C#N)cc1	-2	0	2	8	3	.	-3	-0.2
C[C@@H]1CN([C@H](C)CO)C(=O)c2cc(C#CCc3ccccc3)cnc2O[C@@H]1CN(C)Cc1ccc(C(=O)O)cc1	-5	-1	3	6	-9	-2[16.7 µM]	0	0.4
Cc1ccc(C(=O)Nc2ccccc2N2CCCC2)s1	-6	-2	-1	-5	-59	3	6	.
C[C@@H]1CN([C@H](C)CO)C(=O)CCCn2nncc2CO[C@@H]1CN(C)C	-10	-2	1	3	-5	1[16.7 µM]	-1	0.1
CN(C)C(=O)c1cccc(-c2ccc([C@H]3[C@H](CO)N4C(=O)CN(C(=O)CC5CC5)C[C@@H]34)cc2)c1	.	.	.	-6	-3	.	-2	0.4
O=C(CSc1nncn1-c1ccccc1F)NC1CCCCC1	17	2	0	3	-10	-12	3	-0.2
C[C@H](CO)N1C[C@H](C)[C@H](CN(C)Cc2ccc(C(=O)O)cc2)Oc2ccc(NC(=O)Cn3cnnn3)cc2C1=O	4	1	4	1	15	-1[16.7 µM]	0	.
O=C(O)C[C@H]1CC[C@H]2[C@@H](COC[C@H](O)CN2S(=O)(=O)c2ccc(F)cc2)O1	3	53	0	1	13	-6[16.7 µM]	0	0.2
Cc1cccc(NC(=O)c2cc3n(n2)C(C(F)(F)F)CC(C2CC2)N3)c1C (configuration not stated)	-13	4	3	5	.	-3	.	.
COCc1cc(C)nc2sc(C(=O)Nc3ccc(C(=O)OC)cc3)c(N)c12	13	0	-2	1	-14	-1	.	0.1

(more compounds)
SMILES	RAD54 inh	Cneo AK release	PglD inh	PGC1a acetyl inh	RAD52 inh	miR-122 sensor	ERAP1 HTS inh	E-selectin induc
COC(=O)Cn1c(=NC(=O)c2cc(OC)cc(OC)c2)sc2cc(OC)ccc21	-4	-1	0	-3	.	-11	.	.
COC(=O)c1sccc1NC(=S)N1C(C)CCCC1C (configuration not stated)	.	.	.	-7	-4	-2	.	-2.2
COCC(=O)N1C[C@@H]2[C@H](c3ccccc31)[C@H](CO)N2Cc1ccc(OC)cc1	-4	63	1	9	-5	-5[16.7 µM]	1	0.0
CCOc1ccc(N(CC(=O)Nc2ccc(OC)cc2)S(=O)(=O)c2c(C)noc2C)cc1	-5	0	0	-4	-18	-6	.	.
CC(=O)c1ccc2noc(-c3ccc(F)cc3)c2c1	-6	7	-5	13	-69	-8	3	.
O=C(CSc1nnc(CNC(=O)c2cccs2)o1)NCCc1ccccc1	-9	2	-6	-6	.	-5	.	.
C=CCn1c2ccccc2c(=O)c2cc(C#Cc3ccccn3)ccc21	1	-9	-2	0	-125	-1	-1	0.1
Cc1nc2ccc(C(=O)N(C)Cc3ccco3)cn2c1N(C)C(=O)CCc1ccccc1	8	0	-1	3	-17	4	-2	-0.8
O=C(N/N=C/c1ccc(C(F)(F)F)cc1)c1ccc(O)cc1	8	-7	-3	-1	-3	6	0	20
CCC(=O)C1CCCN(C(=O)c2ccc(OC)c(OC3CCN(C(C)=O)CC3)c2)C1 (configuration not stated)	14	7	1	3	0	-4	-7	-0.1

Other structures
SMILES	RAD54 inh	Cneo AK release	PglD inh	PGC1a acetyl inh	RAD52 inh	miR-122 sensor	ERAP1 HTS inh	E-selectin induc
C[C@@H]1CN([C@@H](C)CO)C(=O)Cc2cc(NC(=O)CCCCCC(=O)Nc3ccccc3N)ccc2O[C@@H]1CN(C)Cc1ccccc1	0	-2	0	-2	-4	1[16.7 µM]	1	-0.2
CC(=O)Nc1cccc(Oc2ncnc3scc(-c4ccc(C)cc4)c23)c1	-3	-1	-1	-3	-5	7	0	-0.3
CC(C)(O)C#Cc1ccc([C@@H]2[C@H]3CN(Cc4ccccc4F)CCCCN3[C@H]2CO)cc1	5	-5	-1	-4	.	0[16.7 µM]	.	-0.5
O=C(C[C@H]1CC[C@@H](NS(=O)(=O)c2ccccc2)[C@@H](CO)O1)NCc1ccncn1	3	8	4	4	-12	.	0	0.4
Cc1cc(O)c(C(=O)/C=C/c2ccccc2Br)c(=O)o1	-9	-1	6	-11	-54	-2	-1	0.0
N#CC[C@H](Cc1ccccc1)N1CCN(Cc2ccccc2)CCC1=O	-1	1	-3	3	-12	-4	.	0.0
Nc1ccc(N2N=C(N3CCCC3)CC2=O)cc1	-13	-1	-3	-4	-12	.	1	0.1
Cc1ccc(C)c(N/C(N)=N/c2nc(C)cc(C)n2)c1	2	4	5	-13	21	0	-2	.
COc1cc2cc(C(=O)N(C)Cc3ccccc3)[nH]c2cc1OC	-9	-1	-4	3	-4	1	-1	-0.4
COc1ccc(NC(=O)N[C@@H]2CC[C@H](CC(=O)NC3CCC3)O[C@H]2CO)cc1	4	4	0	-9	6	0[16.7 µM]	0	-0.4

(list continues)
SMILES	RAD54 inh	Cneo AK release	PglD inh	PGC1a acetyl inh	RAD52 inh	miR-122 sensor	ERAP1 HTS inh	E-selectin induc
CN(c1ccc(C(=O)N2CCCCC2)cc1)S(=O)(=O)c1ccccc1	-4	2	2	1	.	7	.	.
CCCNC(=O)Nc1ccc2c(c1)OC[C@H](C)N(C(=O)C1CC1)C[C@@H](C)[C@H](OC)CN(C)C2=O	-3	0	6	.	8	1[16.7 µM]	1	-0.2
COc1cc(C(C[N+](=O)[O-])c2c(C)[nH]c3ccccc23)ccc1O (configuration not stated)	-4	-2	0	-5	-3	6	0	0.9
c1ccc(CN2CCN(C(c3ccccc3)c3nnnn3Cc3ccccc3)CC2)cc1 (configuration not stated)	6	0	1	-17	.	4	.	.
COc1cccc(CSc2nnc(CSc3nc4nc(C)cc(C)n4n3)s2)c1	-6	2	1	-2	-21	-7	-1	.
CC(=O)c1ccccc1NC(=O)CCN1C(=O)C2CCCCC2C1=O (configuration not stated)	.	.	.	8	-6	-3	1	-0.2
Cc1cc(C)c(C#N)c(N2CCN(C(=O)C3COc4ccccc4O3)CC2)n1 (configuration not stated)	10	-2	-2	-3	-19	-2	-1	3.6
COc1ccc(NC(=O)N(C)C[C@@H]2Oc3ccc(NC(=O)Cc4cn(C)c5ccccc45)cc3C(=O)N([C@H](C)CO)C[C@H]2C)cc1	-4	0	-92	2	-19	2[16.7 µM]	1	0.0
CO[C@H]1CC[C@@H]2CCOc3ccc(C#N)cc3C(=O)N(C)C[C@@H](C)C(=O)N(C)C[C@H]1O2	5	4	-1	.	-6	.	-4	-0.1
O=C(NCc1ccco1)c1ccc2ccccc2c1	5	-27	-1	.	.	-10	.	.

(more compounds)
SMILES	RAD54 inh	Cneo AK release	PglD inh	PGC1a acetyl inh	RAD52 inh	miR-122 sensor	ERAP1 HTS inh	E-selectin induc
O=S(=O)(c1cccc(C(F)(F)F)c1)N1CCC(c2nc3ccccc3[nH]2)CC1	6	0	-3	.	-8	-9	-3	.
COC(=O)COc1ccsc1C(=O)OC	-3	0	2	-14	-3	3	1	.
CNc1c(NS(=O)(=O)c2ccc(C3CCCCC3)cc2)c(=O)oc2ccccc12	-2	-1	8	.	-3	.	-4	-0.1
CNC[C@@H]1Oc2ccc(N(C)C)cc2CC(=O)N([C@@H](C)CO)C[C@H]1C	1	0	0	6	9	-3[16.7 µM]	-2	0.1
CCn1c(=S)[nH]c2cc(C(=O)OC)ccc2c1=O	-3	-3	5	6	.	0	.	-0.2
Cc1ccc(S(=O)(=O)N[C@H]2CC[C@H](CCn3cc(C4CC4)nn3)O[C@@H]2CO)cc1	1	1	9	-3	-4	.	1	-0.6
COc1ccc(-c2cc(C(=O)N3CCN(c4ccccn4)CC3)c3ccccc3n2)cc1	3	-8	-3	17	.	32	.	.
Cc1cc(N)n2ncc(-c3ccc(F)cc3)c2n1	1	3	12	-4	.	0	.	.
CC(C)NC(=O)N(C)C[C@@H]1Oc2c(NC(=O)c3ccncc3)cccc2C(=O)N([C@@H](C)CO)C[C@H]1C	-3	-5	-2	2	3	9[16.7 µM]	-1	0.0
CCOc1ccc2nc(SCC(=O)c3ccc(C)s3)sc2c1	8	1	1	3	.	-2	.	.

Continued.
SMILES	RAD54 inh	Cneo AK release	PglD inh	PGC1a acetyl inh	RAD52 inh	miR-122 sensor	ERAP1 HTS inh	E-selectin induc
COc1cccc2c1cc1c(=O)n(CC(=O)NCCCc3ccccc3)nc(C)n12	6	6	-6	-7	.	-5	.	.
C[C@@H]1CN([C@H](C)CO)S(=O)(=O)c2ccc(Br)cc2O[C@H]1CN(C)S(=O)(=O)c1ccccc1	-3	-1	-1	-6	19	5[16.7 µM]	0	-0.1
CCC(C)(C)C1CCC2(CC1)NC(=O)N(CC(=O)N(C)CCOc1ccc(Cl)cc1)C2=O (configuration not stated)	-10	-1	-6	9	-12	-4	1	-0.4
Cc1csc2nc(SCC(=O)Nc3ccccc3F)[nH]c(=O)c12	-15	-6	-5	.	-10	3	-3	0.6
O=C(c1ccc(Cl)c(S(=O)(=O)N2CCCCCC2)c1)N1CCN(CCO)CC1	2	21	3	3	.	-9	.	.
O=c1[nH]c2ccccc2nc1Cc1ccc(Cl)cc1	1	0	-3	-4	-11	15	-3	.
O=C1C=CC(=O)N1Cc1ccccn1	7	1	2	-4	-57	-4	2	-1.6
COc1ccc(CN2CCN(C(=O)c3ccc4nc(N5CCOCC5)sc4c3)CC2)c(OC)c1OC	-11	1	6	.	-10	.	3	6.0
O=S(=O)(N[C@@H]1CC[C@H](CCn2cc(-c3cccnc3)nn2)O[C@H]1CO)c1ccc(F)cc1	4	-4	-1	-2	-5	.	0	-3.1
O=C1CCCCCN1C(=O)c1ccccc1	.	.	.	4	-12	5	-3	1.0

(cont.)
SMILES	RAD54 inh	Cneo AK release	PglD inh	PGC1a acetyl inh	RAD52 inh	miR-122 sensor	ERAP1 HTS inh	E-selectin induc
CC(=O)C1=C(c2ccccc2)NC(=O)NC1c1ccc(O)c(Cl)c1 (configuration not stated)	-8	-1	-1	23	-9	-4	0	.
CN(CCOc1ccccc1)CC(O)COc1ccccc1 (configuration not stated)	-1	9	4	-7	-14	-4	-5	1.6
Cc1cccc(NC(=O)CN2CCCN(S(=O)(=O)c3ccc(Br)s3)CC2)c1	-2	-5	13	-6	.	0	.	.
Cc1ccc(S(=O)(=O)N(C)C[C@@H]2OCCCC[C@H](C)Oc3ccc(NS(=O)(=O)c4ccc(Cl)cc4)cc3C(=O)N([C@H](C)CO)C[C@@H]2C)cc1	9	47	1	-9	3	-6[16.7 µM]	-1	0.3
CCC(C)Cn1cnc2c(SCc3ccccn3)nc(N)nc21 (configuration not stated)	9	-6	3	7	-3	1	-6	.
Cc1noc(C)c1S(=O)(=O)Nc1ccc2c(c1)C(=O)N([C@@H](C)CO)C[C@H](C)[C@H](CN(C)S(=O)(=O)c1cn(C)cn1)OCCCC[C@H](C)O2	-4	2	0	16	-2	-5[16.7 µM]	1	.
Cc1ccccc1NS(=O)(=O)c1cc(C(=O)NCCC2=CCCCC2)ccc1C	-1	20	0	.	-16	30	1	.
CN(C)CCCNC(=O)C[C@@H]1CC[C@H]2[C@@H](COc3ccc(NC(=O)C4CCC4)cc3C(=O)N2C)O1	3	4	3	2	4	4[16.7 µM]	-1	0.0
CCOC(=O)C(C(=O)Nc1ccc(C)cc1)C1CCCCC1 (configuration not stated)	2	2	2	-11	.	3	.	.
CS(=O)(=O)N1[C@H](C(=O)NCc2ccncc2)[C@@H](CO)[C@@H]2Cn3c(ccc(C4=CCCCC4)c3=O)[C@@H]21	-9	-3	1	.	-2	1[16.7 µM]	-1	-0.5
